# High-throughput results (PubChem BioAssay)
# C diff HTS: C. difficile growth inhibition; Clostridium difficile clinical isolate growth, OD600, 24 h; stronger effect = lower value; growth activity, negative = inhibition, % at 16 µg/mL (by protocol); 0.25% of 86,000 active; AID 1259249;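 active = mean growth activity at or below -80% and every replicate also at or below -80%; inconclusive = mean at or below -80% but some replicate above -80%; inactive = mean growth activity above -80%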;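 also: 0% = DMSO wells and -100% = levofloxacin 16 µg/mL wells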
# Tcruzi prolif: T. cruzi proliferation inhibition; T. cruzi beta-gal in NIH3T3, GalScreen luminescence, 90 h; inhibition, % at 8.34 µM; 5.9% of 77,000 active; AID 624255;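 active = mean inhibition above about 93%, with at least 55% of replicates each passing it, limit read from the data, passing the limit was not always enough; inconclusive = only one of those two conditions holds; inactive = neither condition holds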
# KDM4C inh: blocks human GASC-1 (KDM4C) demethylase activity | inhibition, % at 12.5 µM | GST-KDM4C 2-372, H3K9me3 peptide, LANCE TR-FRET | AID 720574 | 0.15% of 96,000 active | Q9H3R0;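 active = mean replicate inhibition above about 25%, with at least 55% of replicates also reaching it, limit read from the data, passing the limit was not always enough; inconclusive = only one of those two conditions met; inactive = neither condition met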
# Target sequence (Q9H3R0 2-372 limits assumed): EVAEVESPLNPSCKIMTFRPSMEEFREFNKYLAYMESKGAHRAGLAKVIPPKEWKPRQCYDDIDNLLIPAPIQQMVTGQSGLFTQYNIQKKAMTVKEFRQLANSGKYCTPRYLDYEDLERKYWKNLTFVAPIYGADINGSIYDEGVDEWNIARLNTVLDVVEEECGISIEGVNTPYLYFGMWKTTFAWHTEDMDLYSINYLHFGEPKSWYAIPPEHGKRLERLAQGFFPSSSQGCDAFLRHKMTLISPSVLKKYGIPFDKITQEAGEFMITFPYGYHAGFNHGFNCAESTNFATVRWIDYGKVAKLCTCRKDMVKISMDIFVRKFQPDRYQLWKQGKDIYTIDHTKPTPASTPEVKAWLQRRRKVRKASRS
#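 material = GST-tagged GASC-1 (JMJD2C) catalytic fragment, aa 2-372 | amount = enzyme final amount 10 nM | medium = HEPES buffer, pH 7.5, plus ascorbate | also added = H3K9me3 peptide substrate, Fe(II), 2-oxoglutarate | dosing = single dose | times = 30 min demethylation and 1 h detection at room temperature | detection = LANCE TR-FRET | read-out basis = Fall in 671/618 emission ratio as inhibition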
# Pf Dd2 inh: P. falciparum Dd2 growth inhibition; SYBR Green, 72 h; stronger effect = lower value; activity change, % at 10 µM; 2.3% of 94,000 active; AID 1159554; in the data active = activity change below about -80%; inconclusive = no clear call, values can overlap the other calls
# * hit, by the source's call; ? = inconclusive; nt = no result given; & = joins results of further samples.
SMILES,C diff HTS,Tcruzi prolif,KDM4C inh,Pf Dd2 inh
Cc1noc(C)c1NC(=O)N(C)C[C@@H]1Oc2ccc(NC(=O)Nc3cccc4ccccc34)cc2C(=O)N([C@H](C)CO)C[C@H]1C,-9,1,0.3,38
CNC[C@H]1Oc2c(N)cccc2C(=O)N([C@@H](C)CO)C[C@H]1C,nt,14,nt,26
CO[C@H]1CN(C)C(=O)c2ccc(NC(=O)C3CC3)cc2OC[C@H](C)N(CCC(F)(F)F)C[C@@H]1C,-11,nt,1.5,-14
C[C@@H]1CN([C@H](C)CO)C(=O)c2cccc(NC(=O)C3CC3)c2O[C@H]1CN(C)C(=O)Nc1ccc(C(F)(F)F)cc1,-2,66,1.5,-6
CO[C@H]1CN(C)C(=O)c2cc(NS(C)(=O)=O)ccc2OC[C@H](C)N(C(=O)c2ccc3c(c2)OCO3)C[C@@H]1C,nt,nt,0.8,19
COCC(=O)N1CC2(C1)CN(Cc1nccs1)[C@@H](CO)c1c2c2ccc(OC)cc2n1C,2,nt,0.9,27
CC(=O)N1CC2(C1)[C@@H](c1ccc(-c3ccc(C#N)cc3)cc1)[C@H](CO)N2C(=O)C1CC1,4,nt,-1.7,7
C[C@@H]1CN([C@@H](C)CO)C(=O)c2cc(NS(=O)(=O)c3ccccc3)ccc2O[C@@H]1CN(C)Cc1ccc(-c2ccccc2)cc1,57,81,5.4,7
C[C@@H]1CCCCO[C@@H](CN(C)C)[C@@H](C)CN([C@H](C)CO)C(=O)c2cc(NC(=O)Nc3ccc(C(F)(F)F)cc3)ccc2O1,9,75,1.3,nt
COc1ccc(CN(C)C[C@H]2Oc3c(NS(C)(=O)=O)cccc3C(=O)N([C@H](C)CO)C[C@H]2C)cc1,-4,-6,0.1,3
O=C(C1CCOCC1)N1C[C@H]2[C@@H](c3ccccc31)[C@@H](CO)N2C(=O)Nc1cccc(F)c1,3,-16,0.5,3
O=C(N[C@H]1CC[C@H](CCNS(=O)(=O)c2ccc(F)cc2)O[C@H]1CO)C1CCCC1,-5,nt,2.1,3
CN1[C@@H]2c3ccc(C4=CCCC4)c(=O)n3C[C@H]1[C@H](CO)[C@H]2C(=O)NCc1cc(F)cc(F)c1,1,32,-2.5,3
CO[C@H]1CN(C)C(=O)c2cc(NC(=O)C3CCCC3)ccc2OC[C@@H](C)NC[C@@H]1C,nt,-28,-0.4,nt
C[C@H]1CN([C@@H](C)CO)C(=O)Cc2cc(NC(=O)Nc3ccccc3)ccc2O[C@@H]1CN(C)C(=O)Nc1ccc(C(F)(F)F)cc1,-14,23,0.0,-35
O=C(c1cccc(F)c1)N1CC[C@@H]2[C@H]1c1cc(C#Cc3cccc(F)c3)ccc1N[C@@H]2CO,60,103*,1.6,-58
Cc1noc(C)c1NC(=O)Nc1cccc2c1O[C@H](CN(C)S(=O)(=O)c1ccccc1)[C@@H](C)CN([C@H](C)CO)C2=O,-1,nt,-2.2,36
CC=Cc1ccc2n(c1=O)C[C@@H]1[C@@H](CO)[C@H](C(=O)NCCOC)[C@H]2N1Cc1ccccc1 (mixture of isomers),-3,-9,-0.7,2
CO[C@H]1CN(C)C(=O)c2ccc(NS(=O)(=O)c3ccccc3C)cc2OC[C@@H](C)N(S(C)(=O)=O)C[C@@H]1C,-1,-8,0.4,20
COC(=O)[C@H]1[C@H](CO)[C@H]2Cn3c(ccc(-c4ccc(F)cc4)c3=O)[C@H]2N1C(=O)C1CCC1,-10,59,0.4,nt
Cc1ccc(S(=O)(=O)Nc2ccc3c(c2)C(=O)N([C@H](C)CO)C[C@H](C)[C@@H](CN(C)S(=O)(=O)c2c(C)noc2C)OCCCC[C@@H](C)O3)cc1,9,57,0.3,1
C[C@H](CO)N1C[C@H](C)[C@H](CN(C)Cc2cncnc2)Oc2ncc(C#C[C@@H](C)O)cc2C1=O,2,-29,-0.3,48
O=C(c1ccccc1)N1CC(=O)N2[C@H](CO)[C@@H](c3ccc(C#CCC4CCCC4)cc3)[C@H]2C1,7,nt,0.0,-75
C[C@@H]1CCCCO[C@H](CN(C)C(=O)Nc2ccc3c(c2)OCO3)[C@H](C)CN([C@@H](C)CO)C(=O)c2cc(NS(=O)(=O)c3cccs3)ccc2O1,7,50,0.6,-43
CCCC#Cc1ccc2c(c1)O[C@H](CN(C)C(=O)NCCC)[C@@H](C)CN([C@@H](C)CO)S2(=O)=O,3,12,0.5,-24
C[C@@H]1CN([C@H](C)CO)C(=O)c2cc(NC(=O)CCC(F)(F)F)ccc2O[C@@H](C)CCCCO[C@@H]1CN(C)C(=O)c1ccccc1,-7,-24,-0.4,0
CCCC#Cc1ccc([C@@H]2[C@H]3CN(C(=O)c4ccncc4)CC(=O)N3[C@H]2CO)cc1,-1,nt,-1.1,19
CC(C)OC(=O)N(C)C[C@H]1OCc2ccccc2-c2c(n(C)c3ccccc23)C(=O)N([C@H](C)CO)C[C@@H]1C,nt,69,0.0,-50
O=C(CCN1CCCCC1)NCC[C@@H]1CC[C@@H](NC(=O)C2CCCCC2)[C@@H](CO)O1,-1,nt,-0.7,18
COc1ccc(S(=O)(=O)N2C[C@H](O)COC[C@@H]3O[C@H](CC(=O)NCc4ccc(Cl)c(Cl)c4)CC[C@H]32)cc1,2&-8,144*,-2.0,-11
C[C@H]1CN([C@@H](C)CO)C(=O)Cc2cc(NC(=O)Nc3ccc4c(c3)OCO4)ccc2O[C@@H]1CN(C)Cc1ccc(Cl)c(Cl)c1,4,62,-0.7,-28
C[C@H]1CN([C@@H](C)CO)C(=O)Cc2cc(NS(=O)(=O)c3cn(C)cn3)ccc2O[C@H]1CN(C)C(=O)Nc1ccc2c(c1)OCO2,2,-103,8.6,-60
Cc1ccccc1-c1cnc2c(c1)C(=O)N([C@H](C)CO)C[C@@H](C)[C@@H](CN(C)C(=O)c1ccccc1)O2,-4,8,-1.6,25
C[C@@H]1CN([C@H](C)CO)C(=O)c2cc(-c3ccncc3)cnc2O[C@H]1CN(C)C(=O)NC1CCCC1,2,nt,-1.3,6
O=C(C[C@H]1C[C@@H]2c3cc(NC(=O)c4ccc5c(c4)OCO5)ccc3O[C@@H]2[C@@H](CO)O1)NCc1cccc(F)c1,0,50,0.9,16
C[C@H](CO)N1C[C@H](C)[C@H](CN(C)S(C)(=O)=O)Oc2cc(-c3ccc(F)cc3)ccc2S1(=O)=O,1,nt,-1.3,11
C[C@@H]1CN([C@@H](C)CO)C(=O)c2cccc(NC(=O)Nc3ccccc3)c2O[C@H]1CN(C)Cc1ccncc1,3,6,0.5,-12
Cc1ccc(S(=O)(=O)Nc2ccc3c(c2)C(=O)N([C@H](C)CO)C[C@@H](C)[C@H](CN(C)S(=O)(=O)c2cn(C)cn2)O3)cc1,7,-5,0.4,40
CC(C)NC(=O)Nc1ccc2c(c1)C(=O)N([C@@H](C)CO)C[C@@H](C)[C@@H](CN(C)S(=O)(=O)c1ccc(Cl)cc1)O2,4,11,-1.0,-1
C[C@H](CO)N1C[C@H](C)[C@@H](CN(C)Cc2cccc(O)c2)OCc2ccccc2-c2c(n(C)c3ccccc23)C1=O,-1,nt,-0.8,-72
C[C@@H]1CCCCO[C@H](CN(C)C(=O)Nc2ccccc2)[C@@H](C)CN([C@@H](C)CO)C(=O)c2cc(NS(C)(=O)=O)ccc2O1,0,8,0.4,7
CNC[C@H]1Oc2ccc(NC(=O)CCC(F)(F)F)cc2CC(=O)N([C@@H](C)CO)C[C@H]1C,-5,82,-0.6,-2
O=C(c1cccc(F)c1)N1CC(=O)N2[C@H](CO)[C@@H](c3ccc(-c4cccnc4)cc3)[C@H]2C1,3,nt,-0.5,11
COCC(=O)N(C)C[C@@H]1Oc2ncc(-c3ccc(F)cc3)cc2C(=O)N([C@H](C)CO)C[C@@H]1C,2,7,-1.4,12
O=C(C[C@@H]1C[C@@H]2c3cc(NC(=O)c4ccc5c(c4)OCO5)ccc3O[C@@H]2[C@@H](CO)O1)NCCc1ccccc1,nt,-14,5.8,-17
COc1ccc(NC(=O)Nc2ccc3c(c2)C(=O)N([C@@H](C)CO)C[C@@H](C)[C@@H](CN(C)S(=O)(=O)c2ccc(F)cc2)OCCCC[C@@H](C)O3)cc1,-6,38,-0.8,-68
COc1ccc(NC(=O)N(C)C[C@@H]2Oc3ccc(NS(=O)(=O)c4ccccc4)cc3CC(=O)N([C@H](C)CO)C[C@@H]2C)cc1,-3,29,2.3,47
CCCC(=O)Nc1ccc2c(c1)OC[C@@H](C)N(CC1CCCC1)C[C@@H](C)[C@@H](OC)CN(C)C2=O,nt,-6,-0.5,15
CCCNC(=O)N(C)C[C@@H]1Oc2cc(C#CCOC)ccc2S(=O)(=O)N([C@H](C)CO)C[C@@H]1C,1,9,0.3,7
C[C@@H]1CN([C@@H](C)CO)C(=O)c2cc(NC(=O)CCCN(C)C)ccc2O[C@@H](C)CCCCO[C@H]1CN(C)S(=O)(=O)c1cccs1,-5,53,1.8,-14
CCC(=O)N(C)C[C@H]1Oc2cc(/C=C/c3ccccc3)ccc2S(=O)(=O)N([C@H](C)CO)C[C@@H]1C,-3,80,1.9,-32
CC(C)NC(=O)Nc1ccc2c(c1)C(=O)N([C@@H](C)CO)C[C@H](C)[C@@H](CN(C)Cc1ccc(Cl)c(Cl)c1)OCCCC[C@@H](C)O2,18,nt,0.0,-78
C[C@H](NC(=O)C[C@H]1CC[C@@H](NC(=O)c2cccnc2)[C@H](CO)O1)c1ccccc1,nt,-15,-0.1,17
CC=Cc1ccc2n(c1=O)C[C@@H]1[C@@H](CO)[C@H](C(=O)NC3CCCC3)N(Cc3cccnc3)[C@H]21 (mixture of isomers),5,41,1.5,-8
CCCN1C[C@H](C)[C@H](OC)CN(C)C(=O)c2ccc(NC(=O)c3cnccn3)cc2OC[C@H]1C,nt,-19,-0.2,8
Cc1noc(C)c1S(=O)(=O)Nc1cccc2c1O[C@H](CN(C)C)[C@H](C)CN([C@@H](C)CO)C2=O,-1,5,-0.9,-20
Cc1ccc(S(=O)(=O)NCC[C@@H]2CC[C@@H](NC(=O)C3CCOCC3)[C@H](CO)O2)cc1,-1,43,0.6,4
COc1ccc(S(=O)(=O)N(C)C[C@@H]2Oc3ccc(NC(=O)Nc4c(C)noc4C)cc3CC(=O)N([C@@H](C)CO)C[C@@H]2C)cc1,-1,16,0.3,20
C[C@@H]1CN([C@@H](C)CO)C(=O)c2cccc(NS(=O)(=O)c3cn(C)cn3)c2O[C@H]1CN(C)C,0,12,0.8,7
C[C@@H]1CN([C@H](C)CO)C(=O)c2cc(NC(=O)Nc3ccc(F)cc3)ccc2O[C@@H](C)CCCCO[C@H]1CN(C)S(=O)(=O)c1ccccc1,4,?,-1.3,-76

# (list continues)
SMILES,C diff HTS,Tcruzi prolif,KDM4C inh,Pf Dd2 inh
C[C@@H]1CCCCO[C@@H](CN(C)S(=O)(=O)c2ccccc2)[C@H](C)CN([C@H](C)CO)C(=O)c2cc(NC(=O)Nc3cccc4ccccc34)ccc2O1,11,54,-0.8,-76
C[C@H]1CN([C@@H](C)CO)C(=O)c2cccc(NC(=O)c3nc4ccccc4s3)c2O[C@@H]1CN(C)C(=O)Nc1ccc2c(c1)OCO2,nt,39,-0.2,-44
COc1ccc2c3c(n(C)c2c1)[C@@H](CO)N(C(=O)CC1CC1)CC31CN(C(=O)CC2CC2)C1,-6,nt,-0.1,10
CCCNC(=O)N1C[C@@H](O)COC[C@@H]2O[C@H](CC(=O)NCc3ccncn3)CC[C@H]21,5&3,-23,-3.0,10
C[C@H](CO)N1C[C@H](C)[C@H](CN(C)Cc2ccc(C(=O)O)cc2)Oc2ncc(C#CCN(C)C)cc2C1=O,2,79,-0.5,30
COc1ccc(CN2CC3(C2)CN(Cc2ccc4c(c2)OCO4)[C@@H](CO)c2[nH]c4cc(OC)ccc4c23)cc1,-12,nt,-0.7,-84*
